MsrA act – activates bovine MsrA enzyme; purified bovine MsrA, absorbance read-out; activation, % at 10.6 µM; actives 0.3% (n = 360,000); in the data active = activation above about 7.5%;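 also: 0% = vehicle and 100% = reference activator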
STEP inh – blocks human striatal-enriched tyrosine phosphatase. P54829. recombinant STEP, OMFP fluorogenic substrate, fluorescence. inhibition, % at 20 µM. actives 0.25% (n = 360,000);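 active = inhibition at 20 µM, scaled per plate between control wells, above about 37%, limit read from the data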;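 also: 0% = DMSO with enzyme and substrate and 100% = substrate only without enzyme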
Target sequence (P54829 whole entry, looked up): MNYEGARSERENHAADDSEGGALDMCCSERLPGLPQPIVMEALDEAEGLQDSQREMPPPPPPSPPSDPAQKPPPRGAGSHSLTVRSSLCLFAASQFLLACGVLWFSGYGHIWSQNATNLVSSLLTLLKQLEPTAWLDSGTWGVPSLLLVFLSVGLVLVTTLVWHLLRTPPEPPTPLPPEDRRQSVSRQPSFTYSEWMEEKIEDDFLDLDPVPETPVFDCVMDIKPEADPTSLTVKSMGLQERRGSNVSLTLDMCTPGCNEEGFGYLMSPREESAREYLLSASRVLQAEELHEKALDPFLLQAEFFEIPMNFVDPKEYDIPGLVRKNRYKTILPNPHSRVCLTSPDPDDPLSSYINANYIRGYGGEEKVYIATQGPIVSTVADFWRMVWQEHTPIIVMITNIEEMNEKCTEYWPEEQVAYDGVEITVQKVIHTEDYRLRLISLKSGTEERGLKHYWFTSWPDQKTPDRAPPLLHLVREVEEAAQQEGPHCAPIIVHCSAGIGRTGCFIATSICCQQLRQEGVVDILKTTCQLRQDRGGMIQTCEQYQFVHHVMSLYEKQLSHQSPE
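Assay system: isolated STEP enzyme / Timing: 20 min at room temperature, dark / Doses: 20 µM, 1% DMSO / Technique: fluorescence intensity, excitation 480 nm, emission 540 nm / Reagent: fluorogenic phosphatase substrate OMFP at 25 µM final / Measure: percent inhibition scaled to no-enzyme and uninhibited-enzyme controls, plate-pattern corrected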
MsrA inhibitor – inhibitors of bovine MsrA. purified bovine MsrA, absorbance read-out. AID 651718. actives 0.75% (n = 360,000). inhibition, % at 15.5 µM; in the data active = inhibition above about 4.5%;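 also: 0% = vehicle wells with enzyme and 100% = reference inhibitor wells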
SUMO1 PPI mod – alters human SUMO1 binding to SIM partners; P63165; SUMO1 binding to a labelled peptide, TR-FRET, 1 h; inhibition, % at 20 µM; actives 0.33% (n = 360,000); in the data active = inhibition above about 37%
Target sequence (P63165 whole entry, looked up): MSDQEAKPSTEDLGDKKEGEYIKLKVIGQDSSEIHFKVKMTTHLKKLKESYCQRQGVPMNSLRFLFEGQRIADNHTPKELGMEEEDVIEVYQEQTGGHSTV
Scp-1 inhibitor – inhibitors of human Scp-1 phosphatase | Q9GZU7 | inhibition, % at 20 µM | actives 0.88% (n = 340,000) | Recombinant Scp1, phosphopeptide, malachite green phosphate absorbance | AID 493091;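 active = inhibition above about 50% at 20 µM, limit read from the data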;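 also: plate controls were DMSO wells with enzyme for no effect and wells lacking enzyme for full effect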
Target sequence (Q9GZU7 76-261 limits assumed): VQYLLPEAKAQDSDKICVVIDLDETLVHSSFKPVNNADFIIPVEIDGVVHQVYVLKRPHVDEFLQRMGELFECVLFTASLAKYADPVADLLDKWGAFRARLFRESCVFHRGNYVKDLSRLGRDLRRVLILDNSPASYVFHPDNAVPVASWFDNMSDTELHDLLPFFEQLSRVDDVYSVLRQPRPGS
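Material: truncated SCP-1 phosphatase (76-261aa) / Buffer or medium: 50 mM Tris acetate pH 5.5, 0.005% Tween-20, 10 mM MgCl2 / Compound dosing: one concentration, 20 µM, with 1.0% DMSO / Incubation: 45 min room-temperature reaction, 5 min colour, 30 min stabiliser / Detection: colorimetric free-phosphate detection, absorbance 630 nm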
LMPTP block – blocks human LMPTP phosphatase. P24666. recombinant LMPTP-A, OMFP fluorogenic substrate, fluorescence intensity. inhibition, % at 20 µM. actives 0.22% (n = 360,000). AID 651560;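 active = compounds that cut the enzyme signal by at least half of the control window in the single-dose screen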;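 also: plate controls were DMSO wells with enzyme plus substrate for no effect and substrate without enzyme for full effect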
Target sequence (P24666 whole entry, looked up): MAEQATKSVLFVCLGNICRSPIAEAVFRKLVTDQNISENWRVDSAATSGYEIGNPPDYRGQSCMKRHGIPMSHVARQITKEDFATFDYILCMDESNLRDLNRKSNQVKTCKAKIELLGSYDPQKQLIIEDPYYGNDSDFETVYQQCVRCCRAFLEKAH
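Test system – LMPTP-A enzyme · Amount – LMPTP-A at 0.625 nM final in the reaction · Buffer or medium – Bis-Tris pH 6.0, DTT, detergent · Reagent – OMFP 400 µM · Doses – single 20 µM dose · Schedule – reaction 50 min, room temperature, dark · Detection – fluorescence intensity of OMFP turnover product · Evaluation – percent inhibition versus substrate-only and uninhibited controls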
eLon inh – inhibitors of E. coli Lon protease | purified E. coli Lon protease, fluorescence polarization | actives 0.42% (n = 360,000) | P0A9M0 | inhibition, % at 7.94 µM | AID 602123; in the data active = inhibition above about 13%, passing the limit was not always enough;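 also: 0% = enzyme with probe and DMSO and 100% = no enzyme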
DNMT1 inh – DNMT1 (human) enzyme inhibition; P26358; actives 0.83% (n = 360,000); inhibition (reported as % activation of signal), % at 10 µM; DNMT1 molecular beacon, Hinp1I cleavage, fluorescence; in the data active = inhibition above about 50%
TbMetRS inhib – Trypanosoma brucei MetRS inhibition. purified T. brucei MetRS, ATP depletion, Kinase-Glo luminescence. inhibition, % at 11.9 µM. actives 0.4% (n = 360,000);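 active = inhibition above a per-plate cutoff of the control wells' mean inhibition plus 3 SD, cut at about 5.5% in these data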;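 also: 0% = DMSO wells median and 100% = median of wells with control inhibitor compound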
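Material: T. brucei methionyl-tRNA synthetase, purified; reagent: substrates ATP, L-methionine and bulk Escherichia coli tRNA; dosing: 11.9 µM single point; timing: 15 min plus 2 h at 25 °C; detection: luminescence of leftover ATP; evaluation: % inhibition; control set: DMSO-only wells as low control; replicates: singlicate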
CendR NRP1 mod – modulators of CendR peptide binding to human neuropilin-1; FAM-RPARPAR peptide binding to NRP-1, fluorescence polarization; AID 602438; inhibition, % at 25 µM; actives 0.85% (n = 360,000);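 active = inhibition or corrected inhibition above about 18%, plus a signal ratio from 0.5 to 1.5, limit read from the data, passing the limit was not always enough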; also: strong numbers were not always called active
Starred values were filed as active, the others as inactive; x = not tested or not shown.

SMILES	MsrA act	STEP inh	MsrA inhibitor	SUMO1 PPI mod	Scp-1 inhibitor	LMPTP block	eLon inh	DNMT1 inh	TbMetRS inhib	CendR NRP1 mod
CCOC(=O)C(Cc1ccccc1)(NC(C)=O)C(=O)OCC	-1.3	0.7	1.2	-0.2	-5.2	-0.9	-4.7	-1.0	-0.4	-1.5
CCNC(=O)C/C(C)=N/NC(=O)C12CC3CC(CC(C3)C1)C2	-11.9	-3.6	-0.7	0.3	-2.2	0.1	5.0	0.9	-1.6	-11.3
Cc1nnc(NC(=O)c2ccc(S(=O)(=O)N3CCOCC3)cc2)s1	-1.1	-1.6	0.9	3.1	5.8	0.1	-2.2	1.0	1.2	5.9
CNS(=O)(=O)c1ccc(CNC[C@H]2O[C@@H](n3ccc(N)nc3=O)[C@H](O)[C@@H]2O)cc1	-3.0	-2.5	0.4	2.8	x	-1.5	-7.2	3.7	-0.1	-10.1
CN(C)c1ccc(N2C(=O)CC(Sc3ccccc3C(=O)O)C2=O)cc1 (centres undefined)	-4.6	0.0	0.7	-3.8	-3.9	-2.4	-5.8	-1.0	0.2	-0.5
Clc1ccc2scc(CN3CCCC3)c2c1	-0.7	1.6	1.1	-1.2	-7.9	-0.5	-0.1	2.5	0.4	-4.9
COc1ccc(NC(=S)N2CCC(c3nc4ccc(Cl)cc4[nH]3)CC2)c(OC)c1	-1.0	9.3	2.4	4.1	4.6	-0.8	-6.2	-4.4	14.7*	-3.0
CC12CCC(c3nnc(SCc4ccc(Cl)cc4)nc31)C2(C)C (centres undefined)	-0.9	0.9	0.2	-3.0	2.6	-0.6	3.4	-0.8	-0.4	6.3
O=C(Cn1nc(Cl)nc1Cl)c1ccc([N+](=O)[O-])cc1	0.6	-1.0	-2.0	-39.6	-12.8	-2.2	-0.2	1.9	-0.4	8.7
CCCCCCCCC(c1nc2cc(C)c(C)cc2[nH]1)n1c(=O)c(-c2ccccc2Br)nc2ccccc21 (centres undefined)	-1.5	1.6	0.9	11.6	x	0.2	-1.8	5.3	-0.3	-8.2
Cn1cccc1C(=O)OCC(=O)c1c[nH]c2ccccc12	-3.2	1.2	1.1	-1.8	-2.7	-1.2	-1.1	-24.1	0.4	1.9
Cc1nn(Cc2ccccc2)c(Cl)c1C(=O)NC(C)(C)C	1.1	4.4	0.0	-5.7	-7.1	-1.5	0.1	3.0	0.7	3.1
O=C(NCCN=C1NS(=O)(=O)c2ccccc21)c1ccc(S(=O)(=O)N2CCOCC2)cc1	-0.1	-0.9	-0.2	13.1	-4.2	2.8	-5.5	-9.7	-0.5	-2.4
CCc1ccc(Oc2coc3cc(O)ccc3c2=O)cc1	-6.3	-2.0	3.0	-9.7	-7.0	0.3	0.9	-1.7	-1.2	-10.0
CCOc1ccc(Cl)cc1CNc1nnnn1C	-10.8	-2.7	1.6	2.1	10.6	-0.7	-3.2	5.1	2.2	-7.3
Cc1ccc(S(=O)(=O)N2CCOCC2)cc1C(=O)Nc1ccc(S(=O)(=O)Nc2nccs2)cc1	-4.3	-1.6	0.1	-1.9	-1.8	0.5	-11.5	-0.8	-0.5	-12.5
CN1CCCc2cc(C=O)ccc21	-10.4	-3.1	1.4	-14.9	-8.7	0.1	0.4	2.2	-1.0	0.8
Cc1ccc(C(=O)NCCN(C)C)cc1C	-0.3	2.2	0.2	3.1	-7.8	-2.4	0.5	2.2	0.1	6.3
COc1cccc2c1OCC(CN1CCN(C3CCCCC3)C(CCO)C1)=C2 (centres undefined)	-4.1	3.8	-0.5	3.1	-1.5	-1.6	-0.1	-1.4	0.6	-4.9
CCOC(=O)/C=c1\s/c(=C\c2ccccc2OC)c(=O)n1CC(=O)N1CCOCC1	-3.1	3.3	1.3	-26.4	-12.0	1.3	3.3	-4.7	-0.4	-3.9
CCC(=O)Nc1cccc(NC(=O)c2ccc3c(c2)OCO3)c1	0.9	1.5	-0.1	-1.1	-2.2	0.0	-6.8	0.7	-0.6	-8.1
Nc1c(N2CCCCC2)c(=O)[nH]c(=O)n1-c1ccccc1	1.5	-3.5	1.0	0.9	-0.1	-1.0	-12.1	-1.0	-0.2	-8.9
CCN1CCN(C(=O)CN(C)S(=O)(=O)c2ccc(OC)cc2)CC1	0.3	-4.5	1.1	2.6	4.5	-0.6	-7.3	3.8	-0.1	4.0
CCc1ccc(NC(=O)Cn2nnc(-c3ccc(C)cc3-n3cnnn3)n2)cc1	-2.9	1.8	-0.1	1.7	11.2	0.5	-4.4	2.5	0.5	17.6
Cc1ccccc1-n1nnnc1SCC(=O)c1c(N)n(C2CC2)c(=O)[nH]c1=O	2.8	1.8	-1.1	0.7	-9.0	-1.1	-14.6	1.1	-0.2	5.4

Reformatted: results already given.
CCc1ccc(Oc2coc3cc(O)ccc3c2=O)cc1
  MsrA act: -6.3
  STEP inh: -2.0
  MsrA inhibitor: 3.0
  SUMO1 PPI mod: -9.7
  Scp-1 inhibitor: -7.0
  LMPTP block: 0.3
  eLon inh: 0.9
  DNMT1 inh: -1.7
  TbMetRS inhib: -1.2
  CendR NRP1 mod: -10.0

CCOc1ccc(Cl)cc1CNc1nnnn1C
  MsrA act: -10.8
  STEP inh: -2.7
  MsrA inhibitor: 1.6
  SUMO1 PPI mod: 2.1
  Scp-1 inhibitor: 10.6
  LMPTP block: -0.7
  eLon inh: -3.2
  DNMT1 inh: 5.1
  TbMetRS inhib: 2.2
  CendR NRP1 mod: -7.3

Cc1ccc(S(=O)(=O)N2CCOCC2)cc1C(=O)Nc1ccc(S(=O)(=O)Nc2nccs2)cc1
  MsrA act: -4.3
  STEP inh: -1.6
  MsrA inhibitor: 0.1
  SUMO1 PPI mod: -1.9
  Scp-1 inhibitor: -1.8
  LMPTP block: 0.5
  eLon inh: -11.5
  DNMT1 inh: -0.8
  TbMetRS inhib: -0.5
  CendR NRP1 mod: -12.5

Further structures.
SMILES	MsrA act	STEP inh	MsrA inhibitor	SUMO1 PPI mod	Scp-1 inhibitor	LMPTP block	eLon inh	DNMT1 inh	TbMetRS inhib	CendR NRP1 mod
COc1cccc(C(NC(C)=O)c2nc(-c3cccc(C(C)C)c3)cs2)c1 (centres undefined)	-1.8	-1.1	1.4	5.8	x	2.9	-3.4	1.7	-0.2	-9.9
CCn1nc(C(=O)NNS(=O)(=O)c2cc(/C=C/C(=O)O)cc(OC)c2OC)c2ccccc2c1=O	-1.2	-3.7	0.1	9.4	-2.7	2.9	0.5	-0.6	-0.1	7.4
O=C(CSc1nnc2ccc(-c3ccccn3)nn12)N1CCCC1	-2.5	-0.6	-0.2	0.1	-15.5	0.0	1.4	0.1	-0.3	11.2
COc1ccc(C)cc1Nc1nc(-c2c(C)[nH]c3ccccc23)cs1	-8.9	0.3	-0.1	1.3	4.9	1.9	-5.0	-28.0	-0.2	-1.3
Cc1cccc(-n2c(CCN3C(=O)c4ccccc4C3=O)nc3ccccc3c2=O)n1	-11.4	3.9	-0.4	3.0	40.1	-0.3	0.0	-3.6	-0.8	-2.2
COc1ccc(CNC(=O)CSc2nc3ccc(C)cc3[nH]2)cc1	0.9	1.0	0.5	4.2	-9.0	1.0	-5.2	0.5	28.5*	3.9
CC(C)(C)c1ccc(C(CC(=O)O)NS(=O)(=O)Cc2ccccc2)cc1 (centres undefined)	-1.3	-0.5	-0.7	-1.3	-16.3	-1.5	1.5	1.6	0.2	-1.8
Cn1c(N)c(C(=O)COC(=O)/C=C/c2ccc(S(=O)(=O)N3CCOCC3)cc2)c(=O)n(C)c1=O	-0.3	-0.5	0.9	-22.3	-5.8	0.2	14.1	-1.9	-0.9	0.1
CCC1(c2ccccc2)NC(=O)N(CC(=O)Nc2ccc(S(=O)(=O)N3CC(C)CC(C)C3)cc2)C1=O (centres undefined)	-1.2	-2.7	-0.4	0.8	-11.4	4.0	1.1	-8.2	-0.4	-9.6
O=C(O)COc1ccc2c3c(c(=O)oc2c1)CCCC3	-3.0	-0.1	-2.2	1.0	-7.3	-0.6	-1.1	1.3	0.1	6.4
Cc1cc(C)n2nc(Nc3ccccc3)cc2n1	-11.1	0.7	3.2	2.4	-9.4	-1.2	-0.5	1.9	0.1	1.8
N#Cc1c(NC(=O)CSCC(=O)O)sc2c1CCCC2	0.1	0.4	0.9	0.9	-1.3	-0.4	-0.3	-0.7	-0.4	-5.6
CCCc1cc(C(=O)Nc2ccc(C(=O)OC)cc2)cs1	-3.3	-1.7	0.7	-11.0	-9.2	0.3	1.5	-1.1	0.0	3.9
CCCCN(C)CCCNC(=O)CN1C(=O)COc2ccc(S(=O)(=O)N3CCOCC3)cc21	-3.7	-0.7	0.6	-5.0	2.5	-6.3	-9.0	0.2	0.4	7.7
CCOC(=O)CSc1nc(C)cc2c1C(=O)OC2	-3.8	-1.8	-1.4	7.3	-1.5	-0.4	-11.9	4.4	-0.3	3.1
Oc1c(Br)cc(Br)c2cccnc12	0.6	5.5	0.2	-3.0	7.6	2.7	7.5	-3.9	-0.3	0.6
Cc1ccccc1-n1c(SCC(=O)N/N=C/c2ccccc2OCC(=O)O)nc2ccccc2c1=O	-3.6	-0.7	1.0	-0.8	-2.5	-0.1	1.3	-4.9	-0.7	1.2
COC(=O)CSc1[nH]c2cc(C)ccc2c1[N+](=O)[O-]	-1.4	0.3	4.0	-25.7	7.5	0.4	2.5	1.5	0.3	10.1
O=Cc1sc(Nc2ccccc2)nc1Cl	-8.2	-0.6	1.6	-9.3	-3.4	-1.3	-37.5	1.1	-0.2	-86.9
CSc1cccc(NC(=O)C2CCCN(S(=O)(=O)c3ccc(F)cc3)C2)c1 (centres undefined)	-0.4	-2.1	-0.3	1.7	-13.2	1.5	2.3	-10.2	-0.5	4.0
COc1ccc(C(=O)COc2ccc(F)cc2)c(O)c1	-6.1	0.8	-0.2	0.5	-11.7	-1.4	2.8	-0.9	-0.1	-1.3
O=C1CC(NCCc2ccccc2)C(=O)N1CCc1ccccc1 (centres undefined)	-2.7	-0.4	0.3	7.5	-5.1	-1.9	-0.4	-4.7	-0.1	5.1
Oc1ccc(-c2cn3ccccc3n2)cc1O	-1.6	-1.6	0.3	-6.4	-11.0	9.2	3.5	3.0	-0.2	-1.2
Cc1nn(-c2ccccc2)c(N2CCCC2)c1/C=C1\N=C(c2ccccc2)OC1=O	-7.7	0.7	0.7	-0.7	2.7	1.8	-2.0	2.4	-0.9	75.7*
COc1ccc(NC(=O)Nc2nnc(Cc3ccc(OC)c(OC)c3)s2)cc1	1.2	-3.3	-1.2	4.6	4.4	-0.9	-8.4	-14.8	-0.5	8.5
Cc1ccc2nc(-c3ccc(NC(=O)CN4CCN(c5ccccn5)CC4)cc3)sc2c1	0.7	-1.0	0.7	-2.1	0.1	2.1	-4.3	4.3	0.5	2.3
CN(C)/C=C1\C(=O)N(C)N=C1C(F)(F)F	-3.2	0.8	-0.9	-2.1	-9.6	0.5	-3.0	-5.3	-0.6	-0.1
O=c1cc(C(F)(F)F)nc(SC/C=C/c2ccccc2)[nH]1	-1.7	0.9	x	3.3	-4.5	0.7	-2.7	-2.2	-0.2	5.9
